# NSD2 inh: inhibitors of human NSD2 methyltransferase; O96028; NSD2-SET H3K36me1 DELFIA fluorescence, biochemical; inhibition, % at 12.5 µM; actives 0.07% (n = 44,000); AID 624260; in the data active = inhibition above about 54%, passing the limit was not always enough;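 note: inhibitors reduce the monomethyl H3K36 fluorescence signal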
# Target sequence (O96028 whole entry, looked up): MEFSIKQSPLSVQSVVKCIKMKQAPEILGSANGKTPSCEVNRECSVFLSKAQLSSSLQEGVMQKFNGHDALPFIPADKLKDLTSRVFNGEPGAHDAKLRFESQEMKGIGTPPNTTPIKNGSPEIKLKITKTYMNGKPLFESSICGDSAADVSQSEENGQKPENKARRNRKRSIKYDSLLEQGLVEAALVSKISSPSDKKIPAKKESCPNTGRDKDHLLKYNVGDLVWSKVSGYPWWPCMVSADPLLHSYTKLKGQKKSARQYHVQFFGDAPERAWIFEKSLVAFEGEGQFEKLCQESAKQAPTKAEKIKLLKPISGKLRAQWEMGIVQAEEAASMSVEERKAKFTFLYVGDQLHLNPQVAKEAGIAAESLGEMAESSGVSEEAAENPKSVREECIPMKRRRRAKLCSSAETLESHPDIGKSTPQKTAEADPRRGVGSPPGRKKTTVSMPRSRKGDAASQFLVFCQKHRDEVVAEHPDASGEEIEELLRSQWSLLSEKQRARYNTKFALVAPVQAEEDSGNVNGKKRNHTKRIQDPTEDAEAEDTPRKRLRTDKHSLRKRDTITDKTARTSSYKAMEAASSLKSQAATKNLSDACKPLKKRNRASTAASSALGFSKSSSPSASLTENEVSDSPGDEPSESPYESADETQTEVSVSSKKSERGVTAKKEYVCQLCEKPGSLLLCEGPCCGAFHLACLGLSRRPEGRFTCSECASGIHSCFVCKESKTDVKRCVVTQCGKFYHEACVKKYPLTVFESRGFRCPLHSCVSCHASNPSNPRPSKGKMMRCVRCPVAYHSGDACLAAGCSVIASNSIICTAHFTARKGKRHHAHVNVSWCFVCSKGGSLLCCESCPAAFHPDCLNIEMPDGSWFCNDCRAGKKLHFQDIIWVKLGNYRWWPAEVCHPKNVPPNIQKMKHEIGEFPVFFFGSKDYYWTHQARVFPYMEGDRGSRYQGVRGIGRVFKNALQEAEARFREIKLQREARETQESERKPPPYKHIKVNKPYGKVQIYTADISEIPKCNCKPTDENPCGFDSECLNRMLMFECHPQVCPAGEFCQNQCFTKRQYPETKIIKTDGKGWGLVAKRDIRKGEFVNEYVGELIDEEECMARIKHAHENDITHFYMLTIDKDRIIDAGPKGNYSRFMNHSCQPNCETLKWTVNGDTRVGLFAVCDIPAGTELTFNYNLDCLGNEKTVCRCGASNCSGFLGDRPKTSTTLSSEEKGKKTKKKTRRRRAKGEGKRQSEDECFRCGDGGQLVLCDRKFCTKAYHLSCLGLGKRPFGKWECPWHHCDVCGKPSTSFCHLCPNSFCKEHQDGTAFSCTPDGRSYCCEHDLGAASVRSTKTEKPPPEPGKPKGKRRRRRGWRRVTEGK
# Numbers without * were called inactive.
SMILES,NSD2 inh
COc1ccc(CN(C)C[C@H]2OCCCC[C@@H](C)Oc3ccc(NC(=O)Cc4ccccc4)cc3C(=O)N([C@@H](C)CO)C[C@H]2C)cc1,-2
COCCOC(=O)N1C(=O)[C@@]2(c3ccccc31)[C@H](c1ccccc1OCCO)N1[C@H](c3ccccc3)[C@H](c3ccccc3)OC(=O)[C@H]1[C@@H]2C(=O)N1CCCCCCC1,-6
C[C@@H]1CN([C@@H](C)CO)C(=O)c2cccc(NS(C)(=O)=O)c2O[C@H]1CN(C)S(=O)(=O)c1ccccc1,0
CCCC#Cc1cnc2c(c1)C(=O)N([C@@H](C)CO)C[C@@H](C)[C@H](CN(C)C(=O)CCN1CCCCC1)O2,12
O=c1c(-c2ccccc2)coc2cc(O)ccc12,-8
C[C@@H]1CN([C@@H](C)CO)C(=O)c2cc(C#CCN(C)C)cnc2O[C@@H]1CN(C)Cc1cccc(C(=O)O)c1,-1
Cc1ccc(S(=O)(=O)Nc2ccc3c(c2)C(=O)N([C@H](C)CO)C[C@H](C)[C@H](CN(C)Cc2ccc(C(=O)O)cc2)O3)cc1,7
C[C@@H]1CN([C@H](C)CO)C(=O)c2cc(C3=CCCC3)cnc2O[C@H]1CN(C)C(=O)NC1CCCC1,-3
C[C@H](CO)N1C[C@H](C)[C@@H](CN(C)C)Oc2ccc(NC(=O)Nc3ccccc3)cc2CC1=O,-1
C[C@H]1CN([C@@H](C)CO)C(=O)CCCn2nncc2CO[C@H]1CN(C)C(=O)Nc1ccc(C(C)(C)C)cc1,0
C[C@@H]1CN([C@H](C)CO)C(=O)c2cccc(NS(=O)(=O)c3ccccc3)c2O[C@@H]1CN(C)Cc1ccc(Oc2ccccc2)cc1,0
COc1ccc(S(=O)(=O)Nc2ccc3c(c2)CC(=O)N([C@@H](C)CO)C[C@H](C)[C@H](CN(C)S(=O)(=O)c2ccc(F)cc2)O3)cc1,4
O=C(C[C@@H]1C[C@H]2c3cc(NC(=O)Cc4ccncc4)ccc3O[C@H]2[C@H](CO)O1)NCc1ccc2c(c1)OCO2,0
C[C@@H]1CN([C@@H](C)CO)C(=O)c2cc(NC(=O)CCCN(C)C)ccc2O[C@H]1CN(C)S(=O)(=O)c1cccs1,0
C[C@H]1CN([C@@H](C)CO)C(=O)c2cc(-c3cccnc3)cnc2O[C@H]1CN(C)C(=O)c1ccccc1F,-1
CC(C)NC(=O)Nc1ccc2c(c1)C(=O)N([C@@H](C)CO)C[C@@H](C)[C@H](CN(C)CC1CCCCC1)O2,-2
C[C@H](CO)N1C[C@H](C)[C@@H](CN(C)S(=O)(=O)c2ccccc2F)OCc2cnnn2CCCC1=O,0
Cc1noc(C)c1S(=O)(=O)Nc1ccc2c(c1)C(=O)N([C@H](C)CO)C[C@H](C)[C@@H](CN(C)C(=O)NC(C)C)OCCCC[C@H](C)O2,-4
C[C@@H]1CN([C@@H](C)CO)C(=O)Cc2cc(NC(=O)CCCCCC(=O)Nc3ccccc3N)ccc2O[C@H]1CN(C)S(=O)(=O)c1cn(C)cn1,0
C[C@@H]1CCCCO[C@@H](CN(C)Cc2ccc(C(F)(F)F)cc2)[C@@H](C)CN([C@@H](C)CO)C(=O)c2cc(NC(=O)Cc3ccccc3)ccc2O1,-6
CCC(=O)N(C)C[C@@H]1Oc2ncc(C#CCc3ccccc3)cc2C(=O)N([C@@H](C)CO)C[C@@H]1C,3
CNC[C@@H]1Oc2ccc(NC(=O)CCC(F)(F)F)cc2CC(=O)N([C@@H](C)CO)C[C@H]1C,6
COc1ccc(S(=O)(=O)Nc2ccc3c(c2)C(=O)N([C@H](C)CO)C[C@H](C)[C@@H](CN(C)C(=O)NC(C)C)OCCCC[C@H](C)O3)cc1,0
C[C@H](CO)N1C[C@H](C)[C@@H](CN(C)C(=O)c2ccc(F)cc2)Oc2ncc(Br)cc2C1=O,7
C[C@@H]1CCCCO[C@H](CN(C)Cc2ccccc2)[C@H](C)CN([C@@H](C)CO)C(=O)c2cc(NC(=O)Cc3ccccc3)ccc2O1,-6
C[C@H](CO)N1C[C@H](C)[C@H](CN(C)Cc2ccccc2)Oc2ccc(NC(=O)NC3CCCCC3)cc2CC1=O,0
C[C@H]1CN([C@@H](C)CO)C(=O)Cc2cc(NC(=O)Nc3ccc(F)cc3)ccc2O[C@@H]1CN(C)Cc1ccc2c(c1)OCO2,-4
Cc1noc(C)c1NC(=O)Nc1ccc2c(c1)CC(=O)N([C@@H](C)CO)C[C@@H](C)[C@H](CN(C)Cc1ccc3c(c1)OCO3)O2,1
C[C@@H]1CCCCO[C@H](CN(C)C(=O)CCCN(C)C)[C@@H](C)CN([C@H](C)CO)C(=O)c2cc(NS(C)(=O)=O)ccc2O1,-1
C[C@@H]1CN([C@@H](C)CO)C(=O)c2cc(NC(=O)Nc3ccc(F)cc3)ccc2O[C@@H](C)CCCCO[C@H]1CN(C)CC1CCCCC1,12
C[C@H]1CN([C@@H](C)CO)C(=O)c2cccc(NC(=O)Nc3cccc4ccccc34)c2O[C@H]1CN(C)S(=O)(=O)c1ccc(F)cc1,0
CNC[C@@H]1OCCCC[C@H](C)Oc2ccc(NC(=O)c3ccncc3)cc2C(=O)N([C@@H](C)CO)C[C@@H]1C,2
C[C@H](CO)N1C[C@H](C)[C@H](CN(C)C)Oc2ncc(Br)cc2C1=O,1
O=C(C[C@H]1C[C@@H]2c3cc(NC(=O)C4CCOCC4)ccc3O[C@@H]2[C@@H](CO)O1)NCc1cc(F)ccc1F,-1
Cc1cc(C(=O)Nc2cccc3c2O[C@H](CN(C)S(=O)(=O)c2cn(C)cn2)[C@@H](C)CN([C@H](C)CO)C3=O)n(C)n1,4
Cc1ccc(S(=O)(=O)Nc2ccc3c(c2)C(=O)N([C@@H](C)CO)C[C@@H](C)[C@H](CN(C)S(=O)(=O)c2c(C)noc2C)OCCCC[C@H](C)O3)cc1,-2
C[C@@H]1CN([C@H](C)CO)C(=O)Cc2cc(NC(=O)NC3CCCCC3)ccc2O[C@H]1CN(C)S(=O)(=O)c1cccs1,-4
CCCC#Cc1cnc2c(c1)C(=O)N([C@H](C)CO)C[C@H](C)[C@@H](CN(C)C(=O)c1cnccn1)O2,0
COc1ccc(S(=O)(=O)N(C)C[C@H]2Oc3ccc(NC(=O)Nc4c(C)noc4C)cc3C(=O)N([C@@H](C)CO)C[C@H]2C)cc1,3
COC(=O)[C@]1(CCS(=O)(=O)c2ccccc2)N=C(c2ccc(OCCCO)cc2)O[C@@H]1c1ccccc1,0
C[C@@H]1CCCCO[C@@H](CN(C)C)[C@@H](C)CN([C@H](C)CO)C(=O)c2cc(NC(=O)Nc3cccc4ccccc34)ccc2O1,2
C[C@@H]1CN([C@@H](C)CO)C(=O)Cc2cc(NS(=O)(=O)c3cn(C)cn3)ccc2O[C@@H]1CN(C)S(=O)(=O)c1cn(C)cn1,9
COc1ccc(C#Cc2ccc3c(c2)O[C@@H](CN(C)C(=O)NC2CCCCC2)[C@H](C)CN([C@@H](C)CO)S3(=O)=O)cc1,1
Cc1noc(C)c1NC(=O)Nc1ccc2c(c1)C(=O)N([C@H](C)CO)C[C@H](C)[C@H](CN(C)C(=O)Nc1ccc(C(F)(F)F)cc1)OCCCC[C@H](C)O2,-3
C[C@H](CO)N1C[C@H](C)[C@@H](CN(C)C(=O)Cc2ccccn2)Oc2ncc(-c3cccc(C(=O)N(C)C)c3)cc2C1=O,3

# Compounds above containing bromine, in the order listed:
SMILES,NSD2 inh
C[C@H](CO)N1C[C@H](C)[C@@H](CN(C)C(=O)c2ccc(F)cc2)Oc2ncc(Br)cc2C1=O,7
C[C@H](CO)N1C[C@H](C)[C@H](CN(C)C)Oc2ncc(Br)cc2C1=O,1

# Next records follow.
SMILES,NSD2 inh
C=CCSc1nccc(-c2sc3ccc(Cl)cc3c2C)n1,5
C[C@H](NC(=O)C[C@H]1C[C@H]2c3cc(NC(=O)C4CCOCC4)ccc3O[C@H]2[C@@H](CO)O1)c1ccccc1,2
COCC(=O)N(C)C[C@@H]1Oc2cc(C#CCC(C)C)ccc2S(=O)(=O)N([C@H](C)CO)C[C@H]1C,-3
Cc1noc(C)c1S(=O)(=O)N(C)C[C@H]1Oc2c(NS(=O)(=O)c3cn(C)cn3)cccc2C(=O)N([C@@H](C)CO)C[C@H]1C,1
CCCNC(=O)N(C)C[C@@H]1Oc2cc(C#CCN(C)C)ccc2S(=O)(=O)N([C@@H](C)CO)C[C@@H]1C,-2
CCCN(C)C[C@@H]1Oc2ncc(-c3ccc(F)cc3)cc2C(=O)N([C@H](C)CO)C[C@@H]1C,8
Cc1ccc(S(=O)(=O)Nc2ccc3c(c2)C(=O)N([C@H](C)CO)C[C@@H](C)[C@@H](CN(C)S(=O)(=O)c2cn(C)cn2)O3)cc1,4
C[C@H](CO)N1C[C@H](C)[C@H](CN(C)C(=O)Nc2ccc3c(c2)OCO3)Oc2ccc(NC(=O)NC3CCCCC3)cc2CC1=O,4
CC(C)NC(=O)N(C)C[C@H]1Oc2ccc(NS(=O)(=O)c3cccs3)cc2C(=O)N([C@@H](C)CO)C[C@@H]1C,-1
O=C(NO)c1ccc(C(=O)N/N=C/c2ccoc2)cc1,2
CCCC#Cc1cnc2c(c1)C(=O)N([C@H](C)CO)C[C@@H](C)[C@@H](CN(C)C(=O)C1CCOCC1)O2,11
C[C@@H]1CN([C@H](C)CO)C(=O)c2cc(-c3cccnc3)cnc2O[C@@H]1CN(C)Cc1ccc(Oc2ccccc2)cc1,-1
C[C@@H]1CN([C@@H](C)CO)C(=O)c2cc(N(C)C)ccc2O[C@@H](C)CCCCO[C@@H]1CN(C)S(=O)(=O)c1cn(C)cn1,4
Cc1ccc(S(=O)(=O)Nc2ccc3c(c2)CC(=O)N([C@H](C)CO)C[C@@H](C)[C@@H](CN(C)Cc2ccc(C(=O)O)cc2)O3)cc1,-1
O=C(N/N=C/c1c(O)ccc2ccccc12)c1ccccc1O,8

# Next part; the last six above are carried over.
SMILES,NSD2 inh
O=C(NO)c1ccc(C(=O)N/N=C/c2ccoc2)cc1,2
CCCC#Cc1cnc2c(c1)C(=O)N([C@H](C)CO)C[C@@H](C)[C@@H](CN(C)C(=O)C1CCOCC1)O2,11
C[C@@H]1CN([C@H](C)CO)C(=O)c2cc(-c3cccnc3)cnc2O[C@@H]1CN(C)Cc1ccc(Oc2ccccc2)cc1,-1
C[C@@H]1CN([C@@H](C)CO)C(=O)c2cc(N(C)C)ccc2O[C@@H](C)CCCCO[C@@H]1CN(C)S(=O)(=O)c1cn(C)cn1,4
Cc1ccc(S(=O)(=O)Nc2ccc3c(c2)CC(=O)N([C@H](C)CO)C[C@@H](C)[C@@H](CN(C)Cc2ccc(C(=O)O)cc2)O3)cc1,-1
O=C(N/N=C/c1c(O)ccc2ccccc12)c1ccccc1O,8
CNC[C@H]1Oc2cc(-c3ccccc3F)ccc2S(=O)(=O)N([C@H](C)CO)C[C@@H]1C,-3
C[C@@H]1CN([C@@H](C)CO)C(=O)c2cc(C#CCN(C)C)cnc2O[C@@H]1CN(C)Cc1ccncc1,-66
O=C(NCC(c1cccnc1)N1CCOCC1)C1CCCCC1 (configuration not stated),-6
CC(C)NC(=O)Nc1ccc2c(c1)C(=O)N([C@@H](C)CO)C[C@H](C)[C@H](CN(C)Cc1ccc(Oc3ccccc3)cc1)O2,-1
C[C@@H]1CN([C@H](C)CO)C(=O)c2cc(-c3ccc(C#N)cc3)cnc2O[C@@H]1CN(C)Cc1ccccn1,-2
COCC#Cc1cnc2c(c1)C(=O)N([C@H](C)CO)C[C@@H](C)[C@H](CN(C)C(=O)NC1CCCC1)O2,9
COC(=O)c1ccccc1NC(=O)c1nc(S(=O)(=O)Cc2ccccc2)ncc1Cl,-2
C[C@@H]1CCCCO[C@@H](CN(C)Cc2ccncc2)[C@H](C)CN([C@@H](C)CO)C(=O)c2cc(NC(=O)Nc3ccc(F)cc3)ccc2O1,2
C[C@@H]1CCCCO[C@@H](CN(C)C(=O)Nc2ccc(F)cc2)[C@@H](C)CN([C@H](C)CO)C(=O)c2cc(NC(=O)CCC(F)(F)F)ccc2O1,2
C/C=C/c1ccc2c(c1)O[C@@H](CN(C)C(=O)c1ccccc1F)[C@H](C)CN([C@@H](C)CO)S2(=O)=O,2
COc1ccccc1-c1ccc2c(c1)O[C@H](CN(C)C(=O)c1cccnc1)[C@@H](C)CN([C@@H](C)CO)S2(=O)=O,1
C[C@@H]1CCCCO[C@@H](CN(C)Cc2ccc(Cl)c(Cl)c2)[C@@H](C)CN([C@@H](C)CO)C(=O)c2cc(NC(=O)c3ccccc3)ccc2O1,1
C[C@@H]1CCCCO[C@@H](CN(C)Cc2ccncc2)[C@H](C)CN([C@@H](C)CO)C(=O)c2cc(NC(=O)CCCCCC(=O)Nc3ccccc3N)ccc2O1,2
C[C@@H]1CN([C@H](C)CO)S(=O)(=O)c2ccc(C3=CCCCC3)cc2O[C@@H]1CN(C)C(=O)c1ccncc1,2
COCC(=O)Nc1ccc2c(c1)[C@@H]1C[C@H](CC(=O)NCC(F)(F)F)O[C@H](CO)[C@@H]1O2,3
CCCC#Cc1ccc2c(c1)O[C@@H](CN(C)Cc1ccccn1)[C@@H](C)CN([C@@H](C)CO)S2(=O)=O,2
C[C@@H]1CN([C@@H](C)CO)C(=O)c2ccccc2-c2ccccc2CO[C@@H]1CN(C)C(=O)[C@H](C)c1ccccc1,-3
O=C(Nc1ccc(F)cc1)N[C@@H]1C=C[C@H](CC(=O)N2CCCCC2)O[C@@H]1CO,2
CC(C)C#Cc1cnc2c(c1)C(=O)N([C@@H](C)CO)C[C@@H](C)[C@@H](CN(C)C(=O)Nc1ccccc1F)O2,1
COc1ccc(-c2cnc3c(c2)C(=O)N([C@H](C)CO)C[C@H](C)[C@H](CN(C)S(=O)(=O)c2cccc(OC)c2)O3)cc1,0

# Part of the list above in order of length of the SMILES, largest number first.
SMILES,NSD2 inh
C[C@@H]1CCCCO[C@@H](CN(C)Cc2ccncc2)[C@H](C)CN([C@@H](C)CO)C(=O)c2cc(NC(=O)CCCCCC(=O)Nc3ccccc3N)ccc2O1,2
C[C@H](CO)N1C[C@H](C)[C@@H](CN(C)C)Oc2ccc(NC(=O)Nc3ccccc3)cc2CC1=O,-1
O=C(NCC(c1cccnc1)N1CCOCC1)C1CCCCC1 (configuration not stated),-6

# Screening data as filed in PubChem.

# A portion of the library; rates above refer to the full screens.
